GSK3 alpha inh: human GSK-3 alpha kinase inhibition; ADP-Glo luminescence, 60 min; inhibition, % at 10 µM; hit rate 0.1% among 320,000;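 in the data active = inhibition above about 50%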;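 also: GST-tagged GSK-3 alpha with peptide substrate and 25 µM ATP; 0% = DMSO neutral wells and 100% = GW8510 positive control wells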
Target sequence (P49840 whole entry, looked up): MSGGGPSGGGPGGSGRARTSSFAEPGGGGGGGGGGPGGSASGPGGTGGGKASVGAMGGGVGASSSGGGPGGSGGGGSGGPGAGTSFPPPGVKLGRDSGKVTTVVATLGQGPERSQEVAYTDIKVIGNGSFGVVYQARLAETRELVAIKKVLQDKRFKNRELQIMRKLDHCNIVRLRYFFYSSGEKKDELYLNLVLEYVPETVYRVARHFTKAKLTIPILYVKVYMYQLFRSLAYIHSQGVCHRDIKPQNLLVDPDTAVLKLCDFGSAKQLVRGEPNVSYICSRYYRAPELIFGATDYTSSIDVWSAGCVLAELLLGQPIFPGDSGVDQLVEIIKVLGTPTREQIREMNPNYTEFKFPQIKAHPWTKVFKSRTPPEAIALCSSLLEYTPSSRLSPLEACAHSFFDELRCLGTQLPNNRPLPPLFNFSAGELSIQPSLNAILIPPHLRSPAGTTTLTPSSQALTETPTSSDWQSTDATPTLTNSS
aSyn 5UTR inh: 5' untranslated region of α-synuclein, MLPCN primary screen | alpha-synuclein 5'UTR reporter, inhibitor activity | hit rate 0.82% among 300,000 | AID 1813 | inhibition, % (tested at 7.5 µM); in the data active = inhibition above about 60%;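 also: H4 neuroglioblastoma cells stably carrying SNCA 5'UTR luciferase fusion; 0% = DMSO wells and 100% = positive control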
KLF5 inh: kruppel-like factor 5 inhibition | DLD-1 KLF5 promoter-luciferase reporter, luminescence | inhibition, % at 5 µM | hit rate 0.23% among 290,000 | AID 1700;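 active = inhibition above a per-plate limit of that plate's mean compound inhibition plus 3 SD, cut at about 60% in these data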;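 also: 0% = DMSO wells and 100% = LY294002 at 200 µM; higher means less KLF5 promoter-driven luciferase light; inactives centre near -14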
DYRK1A inh: inhibitors of rat Dyrk1A kinase | ADP-Glo luminescence, NFATc1 peptide | inhibition, % at 12.5 µM | hit rate 0.43% among 310,000 | Q63470; in the data active = inhibition above about 50%;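 also: plate controls were vehicle with enzyme for no effect and no enzyme for full effect; many of its hits are not listed in these tables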
IEC-6 tox: kills IEC-6 intestinal cells in KLF5 counter-screen; IEC-6 cytotoxicity, luminescence viability; inhibition, % at 5 µM; hit rate 0.78% among 290,000; AID 1825; in the data active = inhibition above about 22%;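 also: 0% = plate median of test compound wells and 100% = cytotoxic reference compound wells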
HSP90 inh: HSP90 refolding inhibition in rabbit reticulocyte lysate. luciferase refolding luminescence, 3 h. inhibition, % at 5.6 µM. hit rate 0.91% among 290,000. AID 1789;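 active = inhibition above the screen-wide mean plus 3 SD, computed separately per campaign, cut at about 16% in these data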;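 also: 0% = DMSO wells and 100% = 60 µM geldanamycin wells; inhibitors lower the luminescence because luciferase stays unfolded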
HSF1 activator: increases HSF-1 driven luciferase reporter signal. NIH3T3-HGL HSF-1 luciferase reporter, MG132, 8 h; 100% = twice DMSO control signal. hit rate 1.7% among 300,000. AID 504408. activation, % at 9 µM;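 active = mean replicate activation of at least 50% with a set share of replicates each reaching 50%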;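 also: 0% = median of the neutral control wells and 100% = twice that signal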
HSF1 inh: HSF1 inhibition; hit rate 0.77% among 300,000; activity change, negative = inhibition, % at 7.5 µM (by protocol); NIH3T3-HGL HSE-luciferase, MG132-induced, luminescence 8 h; active compounds read low;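 active = more than half of replicate wells show activity change below -50%, luminescence cut by over half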;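 also: luciferase reports HSF-1 transcriptional activity via heat shock element; 0% = median of DMSO wells and -100% = zero luminescence signal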
Platelet DG rel: platelet dense granule release activity; human platelet-rich plasma, SFLLRN dense granule ATP release, luminescence; inhibition, %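 (compounds screened at 7.5 µM in platelet-rich plasma)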; hit rate 0.22% among 300,000; AID 1663;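 active = mean replicate score, as percent of positive control, at or above 50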
GSK3beta inhib: human GSK3beta kinase inhibition | hit rate 0.038% among 300,000 | P49841 | activity score (negative = inhibition), % at 10 µM | GST-GSK3beta kinase, ADP-Glo luminescence, 60 min; active compounds read low | AID 2097;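 active = more than half of replicate wells score below -50%, meaning over 50% inhibition versus plate controls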;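 also: 0% = median DMSO wells and -100% = median GW8510 positive control wells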
Target sequence (P49841 whole entry, looked up): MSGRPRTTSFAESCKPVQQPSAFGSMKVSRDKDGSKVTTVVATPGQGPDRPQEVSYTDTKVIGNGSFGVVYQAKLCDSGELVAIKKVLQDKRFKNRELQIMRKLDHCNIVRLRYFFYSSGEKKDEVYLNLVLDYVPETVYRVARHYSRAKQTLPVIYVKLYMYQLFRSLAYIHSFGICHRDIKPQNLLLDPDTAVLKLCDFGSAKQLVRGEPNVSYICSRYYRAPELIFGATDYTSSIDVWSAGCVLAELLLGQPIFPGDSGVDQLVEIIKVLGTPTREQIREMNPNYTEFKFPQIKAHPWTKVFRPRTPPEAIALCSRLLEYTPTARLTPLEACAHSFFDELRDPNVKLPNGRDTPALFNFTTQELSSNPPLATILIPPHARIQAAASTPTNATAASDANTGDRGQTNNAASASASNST
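test system = GST-tagged human GSK3beta kinase, cell-free | reagent = 25 µM ATP with peptide substrate | dosing = one dose of 10 µM per compound | schedule = 60 min reaction, RT | detection = luminescent ADP-Glo measurement of ADP formed | control set = DMSO neutral wells and GW8510 at 20 µM as positive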
Numbers without * were called inactive; x = not tested or not shown.

molecule	GSK3 alpha inh	aSyn 5UTR inh	KLF5 inh	DYRK1A inh	IEC-6 tox	HSP90 inh	HSF1 activator	HSF1 inh	Platelet DG rel	GSK3beta inhib
Cc1ccc(C)c(OCCSc2nnc(C)c(=O)[nH]2)c1	-4	-8	4	-1	-2	-3	0	-6	11	2
CCOc1nc2ccccc2cc1C=O	0	-9	-19	-3	-4	0	x	x	0	3
Cc1cnc(NC(=O)c2c(O)c3cccc4c3n(c2=O)CCC4)s1	x	28	-3	x	3	-6	-18	-6	9	1
CC(C)CCn1c(Oc2ccc(Cl)cc2)nc2c1c(=O)n(C)c(=O)n2C	x	13	-27	-1	-2	3	1	1	10	2
COc1ccc2c(c1)CC[C@@H]1[C@@H]2CC[C@]2(C)[C@@H](C(=O)O)C[C@@H]12	-6	-15	x	3	x	x	12	-4	-3	3
CNC(=S)N/N=C/c1ccccc1OCC(=O)O	1	2	-1	-8	-2	11	-9	1	22	1
Cc1ccc(-c2cc(N)on2)cc1	1	-27	-9	-2	1	4	8	4	-9	0
COn1c(SCc2ccc(C)cc2C)nc2ccccc2c1=O	-1	3	0	1	3	1	12	7	-4	1
Cc1nc2c(-c3ccccc3)c[nH]n2c(=O)c1Cc1ccccc1	-1	-42	-53	4	1	1	-23	-24	-3	-1
O=C(O)C1CCCN1S(=O)(=O)c1cccc(S(=O)(=O)N2CCCC2C(=O)O)c1 (centres undefined)	0	-8	-10	6	-8	-9	-23	-1	1	2
CSCCCN1CCC(n2nccc2NC(=O)CCCc2ccccc2)CC1	1	-7	-16	0	7	-3	4	-8	1	3
COc1ccc(C2CC(=O)C=C(NCc3ccccc3)C2)cc1 (centres undefined)	2	13	8	2	-2	-2	2	-8	-38	-15
O=C(CCn1nc(-c2ccc(Cl)cc2)ccc1=O)NCCCN1CCCCCC1	x	16	-15	6	-2	-5	1	-9	1	-2
COCCCn1cnnc1SCc1nc2sc(C(C)=O)c(C)c2c(=O)[nH]1	3	4	6	3	-3	4	18	4	1	-3
CCSc1nnc(-c2cccnc2)n1-c1ccc(C)c(Cl)c1	-2	39	-16	5	-3	-2	24	7	7	x
CCn1ccc(C(=O)Oc2ccc(C(C)C)cc2)n1	-1	-15	-24	-8	10	3	9	-2	-1	9
CN(C)S(=O)(=O)c1cccc(NC(=O)CN2C(=O)NC3(CCc4ccccc4C3)C2=O)c1 (centres undefined)	-1	16	-5	-7	1	-5	8	5	-9	0
C1=C(CCNCC2CC2)CCCC1	-1	25	-28	3	0	0	1	-5	4	1
O=C(N/N=C/c1ccc([N+](=O)[O-])cc1)c1cnccn1	-2	-24	-35	x	2	-2	7	2	-26	3
CCOC(=O)N1CCN(Cc2nnc(-c3cccc(Br)c3)o2)CC1	-4	4	-33	-1	-1	-5	15	0	-2	5
O=C1COc2ccc(C(=O)COC(=O)Cc3ccc(F)cc3)cc2N1	-3	2	x	0	x	x	6	0	-3	1
Cc1ccc(NCc2nc3ccccc3n2C)cc1	-1	-111	-123	1	8	2	11	8	18	0
Cc1cccc(C)c1OCc1cc(C(=O)N(Cc2c(C)nn(C)c2C)C2CC2)no1	-2	22	-38	x	3	-8	0	-1	1	2
CCC(=O)NC(c1ccco1)c1cc(Cl)c2cccnc2c1O (centres undefined)	-2	100*	13	-5	-5	8	-78	-72*	-1	3
O=C(/C=C\c1ccco1)Oc1cccc2cccnc12	1	-8	-30	-5	1	2	-9	-4	-3	0
COc1ccc(N(CC(=O)NCCSc2ccc(C)cc2)S(=O)(=O)c2ccccc2)c(OC)c1	-1	10	-6	4	-4	2	-1	5	-6	-1
COc1ccc2[nH]c(C)cc(=O)c2c1	5	-13	-12	17	3	2	-4	-11	2	-2
CCOc1nc(-c2ccccc2)ccc1-c1noc(-c2ccco2)n1	2	-39	4	-1	-10	0	1	5	-1	2
CN(Cc1nc2ccccc2[nH]1)Cc1nc(CC2CC2)no1	2	-20	-14	4	-2	-4	7	-3	23	-1
Cc1ccc(NC(=O)CCNC(=O)c2ccccc2Cl)cc1S(=O)(=O)N(C)C	2	24	-11	-5	-1	-1	-2	-4	-1	0
CCc1nnc(NC(=O)C2Cc3ccccc3CN2S(=O)(=O)CC)s1 (centres undefined)	-1	-27	-30	x	8	3	13	-3	-7	2
CC1CN(C(=O)/C(C#N)=C2\N=C(NC(=O)c3ccc(F)cc3)c3ccccc32)CC(C)O1 (centres undefined)	-6	21	-5	x	4	0	1	-8	3	0
Cc1cc(C)nc(NS(=O)(=O)c2ccc(NC(=O)CN3C(=O)C4CC=CCC4C3=O)cc2)n1 (centres undefined)	-7	4	-28	-13	2	0	5	4	2	3
C=CCOCCN(CCOCC=C)C1=NS(=O)(=O)c2ccccc21	0	0	-41	-4	-4	-3	-94	-92*	0	-1
O=C1N=c2ccccc2=C1c1c(O)[nH]c2c(C(F)(F)F)cccc12	1	24	-24	-2	1	-6	1	-2	7	1
Cc1cccc(Cn2c(SCC(=O)Nc3ccccc3)nc3c2c(=O)[nH]c(=O)n3C)c1	2	20	6	1	2	2	7	11	4	0
CN(c1ccc(C(=O)NCCCn2ccnc2)cc1)S(C)(=O)=O	1	6	7	x	6	-1	-2	-1	-2	1
Cc1ccc(CN2CC(C(=O)Nc3nnc(SCc4c(Cl)cccc4Cl)s3)CC2=O)cc1 (centres undefined)	-1	5	19	1	0	-1	-21	-3	10	0
COCC(=O)Nc1ccc2c(c1)OCC(=O)N2Cc1ccccc1F	-1	12	-43	-5	2	-5	1	2	4	-3
Clc1ccc(-n2ncc3c(NCc4ccccn4)ncnc32)cc1	-2	-123	-48	4	3	-3	-3	10	1	-3
COc1cc(NC(=O)c2cnn3c(C)cc(C)nc23)c(OC)cc1Cl	x	-25	-42	-1	-2	-4	-7	-1	1	4
CC(=O)N(c1cccc(Br)c1)C1C=CS(=O)(=O)C1 (centres undefined)	2	12	2	-1	1	1	-13	1	-9	2
O=C(Cn1nnc(-c2ccc(F)cc2)n1)Nc1ccc2c(c1)OCCO2	0	3	-20	-7	-7	-1	14	3	3	2
CCCCn1c(CNC(=O)c2cccs2)nc2ccccc21	6	7	-30	-5	1	1	-10	4	21	-3
CCC(C)NC(=O)COC(=O)c1csc2c1CCCC2 (centres undefined)	-4	-10	-28	3	0	1	1	-10	4	1
O=C(/C=C/c1ccc(Cl)c([N+](=O)[O-])c1)c1cccnc1	-1	-38	-2	2	5	1	-41	-24	1	4
Cc1ccc(S(=O)(=O)N2CCN(C(=O)Cc3sc(C)nc3-c3ccc(F)cc3)CC2)c(C)c1	0	15	x	-9	x	x	5	3	-21	1
CCCN1C/C(=C/c2cccc([N+](=O)[O-])c2)C(=O)/C(=C/c2cccc([N+](=O)[O-])c2)C1	x	x	18	1	-6	0	x	x	x	x
CC1CN(C(=O)c2cccs2)CCN1C(=O)c1cccs1 (centres undefined)	-2	13	-19	3	-1	-6	-10	-9	-5	0
CC(C)CNC(=O)c1cc(-c2ccc(Cl)c(Cl)c2)on1	-5	-118	16	-4	-2	-2	25	17	-4	0
COc1cccc(CN(C)C(=O)c2cccc(S(=O)(=O)NCc3ccccc3)c2)c1OC	-2	5	x	5	x	x	-9	-2	2	0
COc1ccccc1S(=O)(=O)Cc1ccc(C(=O)NCCN2CCCC2)o1	0	14	-1	2	4	-4	4	-14	-3	1
CC(OC(=O)COc1ccc(Nc2ccccc2)cc1)C(=O)N(C)c1ccccc1 (centres undefined)	-4	3	x	-5	x	x	14	0	2	-1
CCCCC(=O)NC(=S)Nc1ccccc1C(=O)Nc1ccccc1	5	-7	-9	9	1	-2	6	1	-2	2
COc1c(Cl)ccc(Cl)c1C(=O)NC(=S)N1CCOCC1	-2	-21	-28	0	0	-1	-7	2	9	2
CC(CNC(=O)CCS(=O)(=O)c1ccc2c(c1)NC(=O)CO2)c1ccccc1 (centres undefined)	-2	17	-4	-4	3	1	-1	-4	-4	-2

The list continues:
molecule	GSK3 alpha inh	aSyn 5UTR inh	KLF5 inh	DYRK1A inh	IEC-6 tox	HSP90 inh	HSF1 activator	HSF1 inh	Platelet DG rel	GSK3beta inhib
O=C(CSc1nc2ccccc2c(=O)n1Cc1ccco1)NCc1ccccc1	-1	22	-10	1	-9	0	-1	2	-3	2
COc1ccc(S(=O)(=O)N2Cc3ccccc3CC2C(=O)O)cc1OC (centres undefined)	-2	-18	-30	4	-4	2	-1	-2	7	-1
COc1ccc(OCC(O)CNS(=O)(=O)c2ccc(NC(C)=O)cc2)cc1 (centres undefined)	-1	8	-13	3	-5	-1	-5	-6	-17	1
COc1ccc(C(=O)N2CCOCC2)cc1Br	2	-6	-11	3	-2	2	10	1	4	-1
CCC(=O)NC(=S)Nc1ccc(N2CCOCC2)cc1	2	-82	-47	-4	-8	-3	14	19	3	4
O=C(CCN1C(=O)C2C3CCC(C3)C2C1=O)Nc1ccc(Cl)cc1Cl (centres undefined)	x	-12	-13	2	2	-2	-34	-24	-4	-1
O=C(O)CN=C1CC(c2ccccc2)CC(=O)/C1=C(/O)CCCN1C(=O)c2ccccc2C1=O (centres undefined)	-11	-4	-16	0	-14	-2	-21	-5	0	5
Cc1nc2cc(C)c(C)cc2s1	-3	-14	-10	3	-3	3	-4	-3	-1	1
COc1ccccc1N1CCN(CCCCN2C(=O)c3ccccc3C2=O)CC1	-6	-13	x	-9	x	x	17	1	0	0

Assay outcomes from PubChem BioAssay.

Some of the compounds tested; the hit share may differ from the screen's.
